High-throughput results deposited in PubChem BioAssay by several laboratories.
BoNT A protease – BoNT/A light chain protease inhibitors, primary screen, biochemical, flow cytometry, MLPCN library; 360,000 tested, 0.17% active; inhibition, % at 10 µM; multiplex microsphere protease substrate cleavage; Botulinum neurotoxin type A light chain protease (Clostridium botulinum A str. ATCC 3502); note: plate controls were buffer without enzyme for full effect and enzyme alone for no effect
UGM FP inh – M. tuberculosis UGM enzyme inhibitors, primary screen, biochemical, fluorescence polarization, single point | UDP-galactopyranose mutase (Mycobacterium tuberculosis (strain ATCC 25618 / H37Rv)), … | 320,000 tested, 0.06% active | purified UGM, fluorescence polarization probe displacement | AID 504406, 2011 | inhibition, % at 10 µM; in the data active = inhibition above about 10%, passing the limit was not always enough
Target sequence (P9WIQ1 whole entry, looked up): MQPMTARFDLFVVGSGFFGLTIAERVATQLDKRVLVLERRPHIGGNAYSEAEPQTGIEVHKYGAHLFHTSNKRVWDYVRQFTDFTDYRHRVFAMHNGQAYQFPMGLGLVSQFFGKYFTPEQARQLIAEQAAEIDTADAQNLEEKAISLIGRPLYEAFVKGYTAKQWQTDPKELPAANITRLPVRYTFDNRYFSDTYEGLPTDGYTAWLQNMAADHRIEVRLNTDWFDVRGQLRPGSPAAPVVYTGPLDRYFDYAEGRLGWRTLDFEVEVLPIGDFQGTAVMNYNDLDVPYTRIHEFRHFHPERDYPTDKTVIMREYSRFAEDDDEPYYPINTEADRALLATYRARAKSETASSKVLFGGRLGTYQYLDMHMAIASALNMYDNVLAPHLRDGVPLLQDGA
PfHsp40 rescue – rescue of yeast from PfHsp40 toxicity, primary screen, S. cerevisiae, ATP luminescence | S. cerevisiae expressing PfHsp40, growth rescue | growth rescue, % at 12.5 µM | 340,000 tested, 0.68% active | AID 504582, 2011; in the data active = growth rescue above about 28%, passing the limit was not always enough;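 note: yeast W303a lacking pdr1 and pdr3 grown in galactose medium; growth measured after three days at 30 °C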
Mtb FBA inh – Mtb FBA enzyme inhibitors, primary screen, biochemical, fluorescence, strain H37Rv; purified M. tuberculosis FBA, fluorescence read-out; inhibition, % at 1 µM; 360,000 tested, 2.3% active; Fructose-bisphosphate aldolase (Mycobacterium tuberculosis (strain ATCC 25618 / H37Rv)), …; AID 588726, 2011; in the data active = inhibition above about 27%;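 note: 0% = vehicle and 100% = reference inhibitor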
Target sequence (P9WQA3 whole entry, looked up): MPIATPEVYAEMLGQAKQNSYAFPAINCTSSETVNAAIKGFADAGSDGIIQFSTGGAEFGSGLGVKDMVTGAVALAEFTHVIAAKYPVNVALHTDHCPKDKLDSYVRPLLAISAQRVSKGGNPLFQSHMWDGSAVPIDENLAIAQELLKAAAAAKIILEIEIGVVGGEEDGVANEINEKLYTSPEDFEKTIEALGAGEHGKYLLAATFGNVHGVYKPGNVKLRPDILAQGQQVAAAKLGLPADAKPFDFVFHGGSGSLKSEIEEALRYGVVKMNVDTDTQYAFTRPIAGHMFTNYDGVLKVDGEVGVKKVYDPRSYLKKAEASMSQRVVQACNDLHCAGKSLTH
BioA inh – M. tuberculosis BioA enzyme inhibitors, primary screen, biochemical, plate reader, single point, HTS; 7,8-diaminopelargonic acid synthase BioA (Mycobacterium tuberculosis); purified M. tuberculosis BioA enzyme; inhibition, % at 9.99 µM; 360,000 tested, 0.096% active; in the data active = inhibition above about 40%
FadD28 binding – inhibitors of FadD28 bisubstrate probe binding, primary screen, biochemical, fluorescence polarization, single point | Mycobacterium tuberculosis FadD28 fatty-acid-AMP ligase | inhibition, % at 12.5 µM | 360,000 tested, 0.22% active; in the data active = inhibition above about 8.5%, passing the limit was not always enough
GDH-TPI counter – GDH-TPI coupling enzyme inhibitors, primary screen, artefact control for M. tuberculosis FBA inhibitor project, biochemical, absorbance, full deck. AID 588335, 2011. 360,000 tested, 1.2% active. inhibition, % at 4.8 µM. GDH-TPI coupled enzyme counterscreen, NADH absorbance; in the data active = inhibition above about 30%;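 note: 0% = DMSO wells and 100% = wells lacking the enzyme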
BoNT-F LC inh – BoNT/F light chain protease inhibitors, primary screen, biochemical, flow cytometry, MLPCN library; Multiplex microsphere protease cleavage assay; AID 588497, 2011; 360,000 tested, 0.22% active; inhibition, % at 10 µM; in the data active = inhibition above about 35%, passing the limit was not always enough; note: plate controls were buffer without enzyme for full effect and enzyme alone for no effect
Anthrax LF prot – Bacillus anthracis LF protease inhibitors, primary screen, biochemical, multiplex microsphere, MLPCN library. inhibition, % at 10 µM. multiplex microsphere protease cleavage assay. Lethal factor (Bacillus anthracis), P15917. 360,000 tested, 0.12% active; note: plate controls were buffer without enzyme for full effect and enzyme alone for no effect
* = called active by the depositor. Cut-off read from the data, not from the text of the source, unless noted: active = inhibition above about 30%; inconclusive = no clear call, values can overlap the other calls; inactive = below that.

Start of the data: the first four entries, to show the layout:
Screening O=C(NCCN=C1NS(=O)(=O)c2ccccc21)c1ccc(S(=O)(=O)N2CCOCC2)cc1 returned BoNT A protease -2.3, UGM FP inh 1.4, PfHsp40 rescue 1.6, Mtb FBA inh 10, BioA inh -0.2, FadD28 binding 0.3, GDH-TPI counter 2, BoNT-F LC inh -23 and Anthrax LF prot 1.
Screening Cc1cccc(C)c1NC(=O)COC(=O)/C=C/c1ccc(S(=O)(=O)N2CCOCC2)cc1 returned BoNT A protease -0.3, UGM FP inh 1.3, PfHsp40 rescue 1.5, Mtb FBA inh -1, BioA inh -2.2, FadD28 binding -2.9, GDH-TPI counter -6, BoNT-F LC inh 2 and Anthrax LF prot -1.
CC(C)(C)n1nc2c(c1NC(=O)c1cc([N+](=O)[O-])ccc1Cl)CS(=O)(=O)C2 was read as BoNT A protease -0.7, UGM FP inh -1.4, PfHsp40 rescue -1.8, Mtb FBA inh -1, BioA inh -0.9, FadD28 binding -0.8, GDH-TPI counter 5, BoNT-F LC inh 1 and Anthrax LF prot -1.
Screening Cc1cccc(OCC(=O)N(Cc2ccc(C)o2)C2CCS(=O)(=O)C2)c1 (stereo unspecified) returned BoNT A protease 0.2, UGM FP inh -1.4, PfHsp40 rescue 2.7, Mtb FBA inh -3, BioA inh -0.3, FadD28 binding -2.7, GDH-TPI counter 9, BoNT-F LC inh -12 and Anthrax LF prot -5.

All compounds of this part (from the top)
Screening O=C(NCCN=C1NS(=O)(=O)c2ccccc21)c1ccc(S(=O)(=O)N2CCOCC2)cc1 returned BoNT A protease -2.3, UGM FP inh 1.4, PfHsp40 rescue 1.6, Mtb FBA inh 10, BioA inh -0.2, FadD28 binding 0.3, GDH-TPI counter 2, BoNT-F LC inh -23 and Anthrax LF prot 1.
Screening Cc1cccc(C)c1NC(=O)COC(=O)/C=C/c1ccc(S(=O)(=O)N2CCOCC2)cc1 returned BoNT A protease -0.3, UGM FP inh 1.3, PfHsp40 rescue 1.5, Mtb FBA inh -1, BioA inh -2.2, FadD28 binding -2.9, GDH-TPI counter -6, BoNT-F LC inh 2 and Anthrax LF prot -1.
CC(C)(C)n1nc2c(c1NC(=O)c1cc([N+](=O)[O-])ccc1Cl)CS(=O)(=O)C2 was read as BoNT A protease -0.7, UGM FP inh -1.4, PfHsp40 rescue -1.8, Mtb FBA inh -1, BioA inh -0.9, FadD28 binding -0.8, GDH-TPI counter 5, BoNT-F LC inh 1 and Anthrax LF prot -1.
Screening Cc1cccc(OCC(=O)N(Cc2ccc(C)o2)C2CCS(=O)(=O)C2)c1 (stereo unspecified) returned BoNT A protease 0.2, UGM FP inh -1.4, PfHsp40 rescue 2.7, Mtb FBA inh -3, BioA inh -0.3, FadD28 binding -2.7, GDH-TPI counter 9, BoNT-F LC inh -12 and Anthrax LF prot -5.
`CCN(CC)c1ccc(S(=O)(=O)N2CCOCC2)cc1NC(=O)CSc1nncs1` gave BoNT A protease -1.2, UGM FP inh -2.7, PfHsp40 rescue 1.6, Mtb FBA inh -2, BioA inh 0.6, FadD28 binding -3.5, GDH-TPI counter 6, BoNT-F LC inh -1 and Anthrax LF prot -2.
CCCNC(=O)c1onc(CSc2ccc(F)cc2)c1C(=O)NC(C)C was read as BoNT A protease -0.1, UGM FP inh -0.6, PfHsp40 rescue -1.2, Mtb FBA inh 1, BioA inh 0.6, FadD28 binding -1.5, GDH-TPI counter -1, BoNT-F LC inh -5 and Anthrax LF prot -3.
For COc1ccc(NC(=O)C(=O)NCCC2=CCCCC2)c(OC)c1 the results were BoNT A protease -0.2, UGM FP inh -2.5, PfHsp40 rescue -0.4, Mtb FBA inh 0, BioA inh -1.5, FadD28 binding -2.4, GDH-TPI counter 10, BoNT-F LC inh -2 and Anthrax LF prot 2.
For Cn1cccc1/C=N/NC(=O)c1ccc(OC(F)(F)C(F)F)cc1 the results were BoNT A protease -0.4, UGM FP inh -0.3, PfHsp40 rescue -1.3, Mtb FBA inh -9, FadD28 binding -2.2, GDH-TPI counter 36*, BoNT-F LC inh -7 and Anthrax LF prot -4.
For Cc1cc(C)n(CC(=O)N2c3ccccc3Sc3ccc(C(F)(F)F)cc32)n1 the results were BoNT A protease -0.4, UGM FP inh 0.1, PfHsp40 rescue 1.6, Mtb FBA inh 2, BioA inh -0.8, FadD28 binding -4.4, GDH-TPI counter 4, BoNT-F LC inh -1 and Anthrax LF prot -2.
For N#C/C(=C\C=C\c1ccccc1[N+](=O)[O-])C(=O)NC1CCCCC1 the results were BoNT A protease 0.3, UGM FP inh -0.3, PfHsp40 rescue -0.1, Mtb FBA inh -3, BioA inh -1.4, FadD28 binding 0.7, GDH-TPI counter 20, BoNT-F LC inh 4 and Anthrax LF prot -7.
`CC(C)(C)OC(=O)[C@H](Cc1ccccc1)NC(=O)c1nc[nH]c1C(=O)N[C@@H](Cc1ccccc1)C(=O)OC(C)(C)C` gave BoNT A protease 0.2, UGM FP inh -1.1, PfHsp40 rescue 0.0, Mtb FBA inh 0, BioA inh -1.2, FadD28 binding -2.7, GDH-TPI counter 16, BoNT-F LC inh -4 and Anthrax LF prot 2.
`COc1cc2[nH]c(=O)c(C(=O)NCc3ccc(C)cc3)c(O)c2cc1OC` gave BoNT A protease 0.3, Mtb FBA inh -2, BioA inh 1.7, FadD28 binding -1.7, GDH-TPI counter 0, BoNT-F LC inh -4 and Anthrax LF prot -1.
`COc1ccc2c(C)cc3n[nH]c(=S)n3c2c1` gave BoNT A protease -0.1, UGM FP inh 0.9, PfHsp40 rescue 9.1, Mtb FBA inh 37*, FadD28 binding -0.6, GDH-TPI counter 28, BoNT-F LC inh 0 and Anthrax LF prot 0.
For Cc1c(Cl)cccc1NC(=O)CNC(=O)CCS(=O)(=O)c1ccc(F)cc1 the results were BoNT A protease -1.9, UGM FP inh 0.7, PfHsp40 rescue 1.1, Mtb FBA inh -3, BioA inh -1.2, FadD28 binding -4.9, GDH-TPI counter -1, BoNT-F LC inh -2 and Anthrax LF prot 1.
Screening CN1CCN(c2ccc(C(=O)c3ccc(Br)cc3)cc2[N+](=O)[O-])CC1 returned BoNT A protease -1.1, UGM FP inh -1.1, PfHsp40 rescue -0.4, Mtb FBA inh -5, FadD28 binding -2.0, GDH-TPI counter 19, BoNT-F LC inh 6 and Anthrax LF prot -2.
Screening O=C(O)c1cccc(S(=O)(=O)N(Cc2ccccc2)c2ccccc2Cl)c1 returned BoNT A protease -2.9, UGM FP inh -3.3, PfHsp40 rescue 1.8, Mtb FBA inh 1, BioA inh 1.4, FadD28 binding -11, GDH-TPI counter -10, BoNT-F LC inh -25 and Anthrax LF prot -7.
Screening O=C(COC(=O)C1CC(=O)N(Cc2ccccc2)C1)Nc1ccc2c(c1)OCO2 (stereo unspecified) returned BoNT A protease 0.5, UGM FP inh 0.9, PfHsp40 rescue -0.1, Mtb FBA inh 0, BioA inh 1.5, FadD28 binding -1.2, GDH-TPI counter 7, BoNT-F LC inh -1 and Anthrax LF prot -10.
`COc1ccc(-n2c(-c3cc(-c4ccccc4)sc3N)n[nH]c2=S)cc1` gave BoNT A protease -0.6, UGM FP inh 4.7, PfHsp40 rescue -1.5, Mtb FBA inh 1, FadD28 binding -2.2, GDH-TPI counter 13, BoNT-F LC inh -6 and Anthrax LF prot -8.
`Cc1ccc(C2(C)NC(=O)N(CC(=O)Nc3ccccc3N3CCCC3)C2=O)cc1` (stereo unspecified) gave BoNT A protease 3.9, UGM FP inh -0.2, PfHsp40 rescue -0.6, Mtb FBA inh -2, BioA inh -0.4, FadD28 binding -1.1, GDH-TPI counter 1, BoNT-F LC inh -10 and Anthrax LF prot 0.
CC1CC(C)CN(CCCNC(=O)C2CCN(c3nnc(-n4cccc4)s3)CC2)C1 (stereo unspecified) was read as BoNT A protease -1.4, UGM FP inh 3.4, PfHsp40 rescue -0.5, Mtb FBA inh 1, BioA inh 1.2, FadD28 binding -0.3, GDH-TPI counter 6, BoNT-F LC inh -4 and Anthrax LF prot -7.
Screening Cc1ccc(S(=O)(=O)N(C)C)cc1NC(=S)Nc1ccc2[nH]c(=O)[nH]c2c1 returned BoNT A protease -2.1, UGM FP inh 3.2, PfHsp40 rescue 0.4, Mtb FBA inh 2, FadD28 binding 0.7, GDH-TPI counter -2, BoNT-F LC inh 0 and Anthrax LF prot -2.
Screening Cc1cc(Oc2ccc(Br)cc2)nc(SCC(=O)c2ccccc2)n1 returned BoNT A protease 0.1, UGM FP inh 0.2, PfHsp40 rescue -0.4, Mtb FBA inh 2, FadD28 binding -1.6, GDH-TPI counter 9, BoNT-F LC inh -2 and Anthrax LF prot -1.
Screening COc1cccc(NC(=O)CN(C)C(=O)c2cccc(S(=O)(=O)N3CCN(c4ccc(F)cc4)CC3)c2)c1 returned BoNT A protease -2.0, UGM FP inh 1.4, PfHsp40 rescue 1.0, Mtb FBA inh 0, BioA inh -0.3, FadD28 binding -2.0, GDH-TPI counter 8, BoNT-F LC inh 6 and Anthrax LF prot 3.
`CCOc1cc2c(cc1OCC)-n1cccc1C(c1ccc(OC)cc1)NC2` (stereo unspecified) gave BoNT A protease 0.1, UGM FP inh 0.6, PfHsp40 rescue -1.1, Mtb FBA inh 0, BioA inh -1.3, GDH-TPI counter 0, BoNT-F LC inh 0 and Anthrax LF prot 3.
`Cc1ccc(N=c2c([N+](=O)[O-])nn(-c3ccc4c(c3)OCCO4)n2O)cc1F` gave BoNT A protease -0.4, UGM FP inh -1.4, PfHsp40 rescue 0.5, Mtb FBA inh -2, FadD28 binding -3.1, GDH-TPI counter -1, BoNT-F LC inh 2 and Anthrax LF prot 0.
O=C(CCn1nc(-c2ccc(Cl)cc2)ccc1=O)N1CCOCC1 was read as BoNT A protease -0.2, UGM FP inh -2.7, PfHsp40 rescue -0.7, Mtb FBA inh 1, BioA inh -6.1, FadD28 binding 1.8, GDH-TPI counter -6, BoNT-F LC inh 5 and Anthrax LF prot -2.
For CC(=O)N1CCc2c(sc(NC(=O)C3CC3)c2-c2nc3ccccc3s2)C1 the results were BoNT A protease 2.1, UGM FP inh 2.2, PfHsp40 rescue -0.2, Mtb FBA inh 4, BioA inh -0.2, FadD28 binding -9.3, GDH-TPI counter -3, BoNT-F LC inh 1 and Anthrax LF prot -6.
`CCC/C=C/c1ccc(CN2C(C(C)C)C(=O)N(Cc3cn(Cc4ccco4)nn3)CCS2(=O)=O)cc1` (stereo unspecified) gave BoNT A protease -0.2, Mtb FBA inh 0, BioA inh 0.1, FadD28 binding -4.6, GDH-TPI counter -1, BoNT-F LC inh -1 and Anthrax LF prot -1.
Screening COc1ccc(-c2nn(CCC#N)cc2C(=O)Nc2ccccc2Br)cc1[N+](=O)[O-] returned BoNT A protease -0.7, UGM FP inh 0.0, PfHsp40 rescue 0.5, Mtb FBA inh 0, FadD28 binding -6.1, GDH-TPI counter 6, BoNT-F LC inh -12 and Anthrax LF prot 1.
For O=C(CSc1nc(Cc2ccccc2)nc2ccccc12)Nc1ccc2c(c1)OCCO2 the results were BoNT A protease -0.2, UGM FP inh 4.3, PfHsp40 rescue -1.9, Mtb FBA inh -1, BioA inh -1.3, FadD28 binding -0.3, GDH-TPI counter 3, BoNT-F LC inh -4 and Anthrax LF prot -3.
`COc1ccccc1NC(=S)NCC1CCC(CNC(=S)Nc2ccccc2OC)CC1` (stereo unspecified) gave BoNT A protease -0.6, UGM FP inh -1.3, PfHsp40 rescue -1.9, Mtb FBA inh -1, FadD28 binding -1.3, GDH-TPI counter -5, BoNT-F LC inh -3 and Anthrax LF prot -8.
